Screens (PubChem BioAssay)
Bim-Mcl-1: inhibitors of Bim-Mcl-1 interaction, human | AID 1009 | Bead-based flow cytometry, Bim peptide-Mcl-1 binding | Q07820 | inhibition, % at 10 µM | 190,000 compounds, 0.1% hits; in the data active = inhibition above about 40%;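 note: 0% = no compound tracer wells and 100% = peptide blocker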
Target sequence (Q07820 whole entry, looked up): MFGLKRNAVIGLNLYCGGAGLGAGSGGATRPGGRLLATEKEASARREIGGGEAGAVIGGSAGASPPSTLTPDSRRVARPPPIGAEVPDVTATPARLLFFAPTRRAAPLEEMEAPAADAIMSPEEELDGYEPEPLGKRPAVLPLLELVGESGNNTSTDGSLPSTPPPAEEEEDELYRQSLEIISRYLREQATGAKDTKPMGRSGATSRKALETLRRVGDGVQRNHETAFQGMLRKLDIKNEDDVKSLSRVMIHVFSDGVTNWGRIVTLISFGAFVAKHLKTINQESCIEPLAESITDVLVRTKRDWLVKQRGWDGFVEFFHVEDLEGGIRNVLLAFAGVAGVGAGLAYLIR
Mcl1 Noxa PPI: Mcl-1/Noxa interaction inhibition | AID 1022 | inhibition, % at 21.7 µM | TR-FRET Mcl-1/Noxa peptide binding, 2 h | 220,000 compounds, 1.5% hits;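 active = compounds that cut the protein-peptide binding signal by more than 50% relative to plate controls in a single-dose test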;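 note: His-tagged Mcl-1 with rhodamine Noxa BH3 peptide and terbium anti-His antibody; 0% = Mcl-1 plus Noxa peptide wells and 100% = peptide-only wells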
Pf gametocyte: P. falciparum stage V gametocyte viability inhibition; P. falciparum stage V gametocytes, ATP luminescence, 24 h; inhibition, % at 10.9 µM; 150,000 compounds, 0.065% hits;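 active = inhibition above the mean plus 3 SD of compounds within the control limits, set per campaign, cut at about 38% in these data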;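 note: 0% = DMSO wells and 100% = medium only without gametocytes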
HRas wt GTP bind: human HRas wildtype GTP binding, change in either direction; GST-Ras wt beads, Bodipy-FL-GTP binding, flow cytometry; actives lie on both sides; GTP binding activity, % at 10 µM; 190,000 compounds, 0.14% hits; AID 759;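 active = GTP binding activity at least 20% away from the 100% baseline, either lowered as inhibitor or raised as activator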;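 note: 0% = unlabeled GTP competition control and 100% = no-compound control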
Target sequence (P01112 whole entry, looked up): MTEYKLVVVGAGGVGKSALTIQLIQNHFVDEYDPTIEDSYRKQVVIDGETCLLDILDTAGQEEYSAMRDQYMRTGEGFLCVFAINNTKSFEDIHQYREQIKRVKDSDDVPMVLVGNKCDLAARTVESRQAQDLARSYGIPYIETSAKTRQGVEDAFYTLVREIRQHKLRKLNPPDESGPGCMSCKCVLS
Avidin bead fluor: avidin bead compound fluorescence profile. Avidin beads, compound fluorescence 488/530 nm, flow cytometry; active compounds read high. fluorescence (KMESF) at 10 µM. 220,000 compounds, 0.38% hits; in the data active = fluorescence above about 47; note: inactives centre near 10
Rac1 act GTP bind: human Rac1 activated mutant GTP binding change; P63000; GST-Rac1 activated beads, fluorescent GTP binding, flow cytometry; actives lie on both sides; 100% means binding = to untreated wells; percent activity (GTP binding), % at 10 µM; 190,000 compounds, 0.11% hits; AID 764;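 active = GTP binding at least 20 percentage points away from the 100% baseline, in either direction, so actives lie on both sides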
Rac1 wt modul: modulators of human Rac1 wildtype GTP binding; P63000; GST-Rac1 beads, fluorescent GTP binding, flow cytometry; actives lie on both sides; 0 = cold GTP competed, 100 = untreated; GTP binding activity (% of control), % at 10 µM; 190,000 compounds, 0.27% hits;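 active = GTP binding activity at least 20 points away from the 100% control level, either lower or higher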
Mcl1-Bid inh: Mcl-1/Bid interaction inhibition | TR-FRET Mcl-1/Bid-Dy647 peptide binding, 1536-well | Q07820 | 220,000 compounds, 0.97% hits | inhibition, % at 21.7 µM;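 active = compounds that cut the binding signal by more than half at the single screening dose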;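 note: His-tagged Mcl-1 with europium anti-His antibody binding Bid BH3 peptide; 0% = Mcl-1 plus peptide wells and 100% = peptide-only wells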
Rab2 wt GTP: changes GTP binding to wildtype dog Rab2A, up or down. GTP binding activity, % at 10 µM. GST-Rab2 wt beads, Bodipy-GTP binding, flow cytometry. 190,000 compounds, 0.19% hits. AID 760. P61105;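 active = GTP binding activity at least 20 points away from 100%, either lowered or raised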;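 note: 0% = beads with excess unlabeled GTP and 100% = no-compound control corrected for plate trend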
Cdc42 wt: modulators (inhibitors or activators) of GTP binding to human Cdc42 wildtype | GST-Cdc42 beads, Bodipy-GTP binding, flow cytometry; actives lie on both sides | AID 761 | 190,000 compounds, 0.2% hits | percent activity (GTP binding), % at 10 µM;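 active = percent activity GTP binding at least 20 points away from the 100% baseline, either down as inhibitor or up as activator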;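 note: median bead fluorescence of bound Bodipy-FL-GTP at 100 nM; 0% = excess unlabeled GTP control and 100% = no compound control; below 100% means less GTP binding so inhibitor and above means activator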
Target sequence (P60953 whole entry, looked up): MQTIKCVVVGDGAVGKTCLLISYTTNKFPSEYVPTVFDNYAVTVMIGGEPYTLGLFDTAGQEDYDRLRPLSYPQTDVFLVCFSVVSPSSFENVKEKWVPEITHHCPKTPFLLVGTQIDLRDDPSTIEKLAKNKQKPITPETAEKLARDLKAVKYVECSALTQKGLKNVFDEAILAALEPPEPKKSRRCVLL
Rab7 wt GTP bind: dog Rab7 wildtype GTP binding, inhibitors and activators; GST-Rab7 beads, fluorescent GTP binding, flow cytometry; actives lie on both sides; untreated = 100%, excess cold GTP = 0%; GTP binding activity (percent of control), % at 10 µM; 190,000 compounds, 0.055% hits;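 active = fluorescent GTP binding to Rab7 beads changed by at least 20 points from the 100% baseline, either direction, mostly lower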;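 note: median green fluorescence of bound Bodipy-FL-GTP per Rab7 bead population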
An asterisk follows results filed as active; . = no result given.

SMILES	Bim-Mcl-1	Mcl1 Noxa PPI	Pf gametocyte	HRas wt GTP bind	Avidin bead fluor	Rac1 act GTP bind	Rac1 wt modul	Mcl1-Bid inh	Rab2 wt GTP	Cdc42 wt	Rab7 wt GTP bind
C=CCc1cccc2cc(C(=O)Nc3ccc(F)cc3)c(=O)oc12	-8	5	3	100	16	100	101	-6	100	97	100
O=C(CCn1c(=O)[nH]c2ccsc2c1=O)Nc1ccc(F)c(F)c1	0	1	.	96	9	95	94	-19	95	96	97
CC1(C)C2CCC1(C)C(OC(=O)CSc1nc(N)cc(=O)[nH]1)C2 (configuration not stated)	-1	-7	.	106	9	100	104	-24	103	104	101
CCCCC(CC)C(=O)NCCCN1CCN(CCCNC(=O)C(CC)CCCC)CC1 (configuration not stated)	-2	7	.	101	11	98	105	-7	101	101	101
N/C(=N\OC(=O)c1ccc(Cl)c(Cl)c1)c1cccnc1	-2	-6	5	101	15	99	101	11	101	101	100
CC1Cc2ccccc2N1C(=O)CSc1nnnn1C1CCCC1 (configuration not stated)	-4	-10	.	98	14	101	105	-45	101	100	98
COc1cccc(CNC(=O)CN2C(=O)CC(c3ccccc3)=Nc3ccccc32)c1	0	5	7	93	9	94	92	-22	93	97	93
CC(CSc1nc2ccccc2s1)Cn1c(N2CCCC2)nc2c1c(=O)[nH]c(=O)n2C (configuration not stated)	-1	2	.	99	26	97	100	-14	97	97	100
O=C(CCn1c(=S)oc2ccccc21)Nc1ccc2c(c1)OCCO2	-1	-8	.	98	16	96	97	-22	98	97	96
O=C(Cn1cccc1C(=O)c1ccccc1)NCc1ccccn1	-4	-4	.	104	9	101	103	-6	103	104	98
CC(=O)N1CCc2cc(S(=O)(=O)Nc3ccccc3N3CCN(C)CC3)ccc21	-2	5	.	99	9	96	100	-29	102	99	103
CCOC(=O)c1oc2ccccc2c1NC(=O)c1cccs1	1	-17	.	102	8	99	102	-5	101	103	104
O=C(Nc1nc2ccccc2s1)c1ccc(Cl)s1	0	18	.	103	8	101	109	28	102	104	102
CCOc1cc(/C=N/NC(=O)c2nn(C)cc2Br)ccc1OCc1ccccc1Cl	-4	14	-2	102	4	99	103	10	100	99	102
CCOc1cc(S(=O)(=O)N2CCCCCC2)ccc1F	1	-7	8	100	6	101	104	-13	101	104	100
Cn1c(CC(=O)NC(C)(C)CO)c(Sc2ccccc2)c2ccccc21	-7	16	12	100	19	100	103	-7	100	102	100
CC(=O)N1CCN(C(=S)Nc2cc(S(=O)(=O)N3CCOCC3)ccc2Cl)CC1	0	13	-7	101	21	99	103	-36	102	98	104
Cc1ccc(-c2csc(NC(=O)C3=NN(c4ccccc4)C(=O)CC3)n2)cc1	0	38	3	103	3	102	103	-13	101	103	97
COc1cc2c(cc1OC)C(C)N(C(=O)c1cc3c(=O)oc4ccc(C)cc4c3s1)CC2 (configuration not stated)	-4	12	.	98	7	97	100	-3	98	98	98
Cn1c(SCc2c(F)cccc2Cl)nnc1-c1cnccn1	0	10	-21	93	1	93	93	-13	92	92	95

By substructure: the entries above with fluorine (4)
SMILES	Bim-Mcl-1	Mcl1 Noxa PPI	Pf gametocyte	HRas wt GTP bind	Avidin bead fluor	Rac1 act GTP bind	Rac1 wt modul	Mcl1-Bid inh	Rab2 wt GTP	Cdc42 wt	Rab7 wt GTP bind
C=CCc1cccc2cc(C(=O)Nc3ccc(F)cc3)c(=O)oc12	-8	5	3	100	16	100	101	-6	100	97	100
O=C(CCn1c(=O)[nH]c2ccsc2c1=O)Nc1ccc(F)c(F)c1	0	1	.	96	9	95	94	-19	95	96	97
CCOc1cc(S(=O)(=O)N2CCCCCC2)ccc1F	1	-7	8	100	6	101	104	-13	101	104	100
Cn1c(SCc2c(F)cccc2Cl)nnc1-c1cnccn1	0	10	-21	93	1	93	93	-13	92	92	95

Back to the main list, starting 5 compounds before the break.
SMILES	Bim-Mcl-1	Mcl1 Noxa PPI	Pf gametocyte	HRas wt GTP bind	Avidin bead fluor	Rac1 act GTP bind	Rac1 wt modul	Mcl1-Bid inh	Rab2 wt GTP	Cdc42 wt	Rab7 wt GTP bind
Cn1c(CC(=O)NC(C)(C)CO)c(Sc2ccccc2)c2ccccc21	-7	16	12	100	19	100	103	-7	100	102	100
CC(=O)N1CCN(C(=S)Nc2cc(S(=O)(=O)N3CCOCC3)ccc2Cl)CC1	0	13	-7	101	21	99	103	-36	102	98	104
Cc1ccc(-c2csc(NC(=O)C3=NN(c4ccccc4)C(=O)CC3)n2)cc1	0	38	3	103	3	102	103	-13	101	103	97
COc1cc2c(cc1OC)C(C)N(C(=O)c1cc3c(=O)oc4ccc(C)cc4c3s1)CC2 (configuration not stated)	-4	12	.	98	7	97	100	-3	98	98	98
Cn1c(SCc2c(F)cccc2Cl)nnc1-c1cnccn1	0	10	-21	93	1	93	93	-13	92	92	95
O=C(CCn1c(=O)oc2ccccc21)N(Cc1ccccc1)c1ccccn1	-5	-9	.	101	7	100	104	-5	99	101	98
CCOC(=O)c1c(NC(=O)C[n+]2ccccc2)sc2c1CCCC2	0	17	4	95	11	98	100	-35	98	97	94
O=C(c1cc2nc(-c3ccccc3)cc(-c3ccccc3)n2n1)N1CCN(C(=O)c2ccco2)CC1	0	26	16	99	24	92	93	16	100	96	98
Cc1ccccc1Cn1c(Cc2ccccc2)nc2ccccc21	2	-22	0	95	8	91	96	-14	92	92	96
CCCNC(=O)CN(Cc1ccccc1F)S(=O)(=O)c1ccc(C)cc1	3	19	-18	98	19	96	104	-4	100	101	97
Cc1ccc(Oc2nc(C(F)(F)F)nc3ccccc23)cc1	1	-14	0	101	14	99	105	-11	101	101	101
O=C(Nc1ccccc1C(=O)NC(Cc1ccccc1)C(=O)O)c1ccccc1 (configuration not stated)	0	17	.	94	9	95	97	-21	92	91	91
Cc1nc2ccccc2cc1C(=O)N/N=C/c1ccccc1[N+](=O)[O-]	-1	6	.	102	6	101	102	25	102	103	101
CCOC(=O)c1c(NC(=O)c2c(Br)cnn2CC)sc(C)c1C	-2	-13	4	102	7	100	103	5	99	101	98
CC(CNC(=O)c1ccc(Br)o1)NC(=O)c1ccc(Br)o1 (configuration not stated)	-2	-4	-16	96	48*	95	97	-6	94	96	98
Cc1ccc(C)c(NC(=O)CN(C)C(=O)c2cc3ccccc3o2)c1	0	-4	-32	97	23	97	98	-14	96	99	101
COc1cc(/C=C/C(=O)NCC(=O)N2CCC(N(C)CCN3CCOCC3)CC2)ccc1OC(C)C	0	0	.	99	10	93	99	-4	100	100	107
CCc1ccc(NC(=O)CSc2nnc(COc3ccc4c(c3)CCCC4)o2)cc1	0	-5	7	98	9	98	102	-9	99	98	96
Cc1ccc(C(=O)CNc2nc3c(c(=O)[nH]c(=O)n3C)n2Cc2ccccc2)cc1	1	15	-30	105	17	100	104	-44	108	103	111
Cc1ccc(NC(=S)N=Nc2c(O)n(C)c3ccc(S(=O)(=O)N4CCOCC4)cc23)cc1	-4	-26	-1	99	18	101	101	-124	98	102	100
Cc1ccc(S(=O)(=O)N(C)Cc2ccc(-c3nnco3)cc2)cc1	-2	1	20	103	39	100	104	-3	101	103	105
Cn1c(=O)c2c(nc(SCC(=O)NCC3CCCO3)n2Cc2ccc(F)cc2)n(C)c1=O (configuration not stated)	-5	-10	-12	98	.	94	94	-9	99	98	105
CCOC(=O)C1=C(C)NC(=O)NC1c1c(OCC(=O)N2CCCCC2)ccc2ccccc12 (configuration not stated)	1	-12	19	96	6	94	99	-34	96	96	99
CCOC(=O)N1CCN(C(=O)CCC(=O)N2CCOc3ccc(C)cc32)CC1	0	.	.	98	9	97	98	.	100	99	100
C=CCc1ccccc1OCC(O)CNC (configuration not stated)	-1	10	.	95	18	95	95	-11	94	96	94
CS(=O)(=O)N(CC(=O)NCc1ccco1)c1cccc([N+](=O)[O-])c1	-1	16	24	99	9	97	101	-29	99	99	105
CC(C)NC(=O)[C@@H]1C[C@@]1(C)[C@@H](NC(=O)OCc1ccccc1)c1ccccc1	-2	-12	.	100	11	98	102	-1	100	98	102
COCCN1C=C(C(=O)OC)C(c2cc3c(cc2Br)OCO3)C(C(=O)OC)=C1	-2	-9	.	97	39	95	96	-23	95	97	97
O=C(O)CCCNS(=O)(=O)Cc1ccccc1	0	-2	-7	100	14	98	104	-5	99	102	99
COc1ccc(N(C(=O)CNC(=O)c2cccs2)C(C(=O)NC2CCCC2)c2cccnc2)cc1 (configuration not stated)	0	5	8	89	9	86	87	-7	88	86	100
CC(CN1CCOCC1)OC(=O)COc1ccc(F)cc1 (configuration not stated)	-4	11	.	102	17	101	109	9	104	104	95
CCn1c(CSCc2ccc(F)cc2)nnc1SCC(=O)N1CCN(c2ccccc2)CC1	1	-14	.	102	6	99	101	-26	102	101	103
N#C/C(C(=O)NCc1ccccc1)=C1\SC(CCO)C(=O)N1c1ccccc1 (configuration not stated)	0	8	.	101	23	99	105	-21	102	100	102
CC(C)CC(C(=O)NC(C)(C)C)N(CC1CCCO1)C(=O)c1snc(C(N)=O)c1N (configuration not stated)	-1	3	.	97	10	96	98	-22	98	94	101
CCc1ccc(/C=C2\SC(N3CCCC3)=NC2=O)cc1	0	25	-17	98	11	95	99	0	97	94	101
Nc1nc(COc2ccc(Cl)cc2)cs1	-4	4	-18	96	8	94	98	-22	96	95	97
O=C(CSc1c[nH]c2ccccc12)N1CCOCC1	-3	11	.	102	11	101	104	-24	102	104	105
Cc1ccc2nc(N/C(N)=N/S(=O)(=O)c3ccc([N+](=O)[O-])cc3)nc(C)c2c1	0	10	5	100	12	100	101	-32	100	99	99
CCOCCCNC(=O)c1c(N)n(-c2ccc(S(N)(=O)=O)cc2)c2nc3ccccc3nc12	-2	18	.	104	17	99	103	-38	105	102	105
